Screens (PubChem)
CCHFV vOTU inh – CCHFV vOTU protease inhibitors, primary screen, biochemical, Pep-AMC substrate, fluorescence. Crimean-Congo hemorrhagic fever virus L polyprotein viral ovarian tumor (vOTU) protease …. inhibition, % at 11.5 µM. 0.55% of 370,000 active; in the data active = inhibition above about 30%; also: 0% = vehicle wells with enzyme and 100% = no enzyme wells
PrPC surface inh – inhibitors of human cell surface prion protein PrPC, primary screen, cell-based, TR-FRET. TR-FRET read-out. inhibition, % at 13.8 µM. 0.43% of 370,000 active; in the data active = inhibition above about 24%; also: 0% = median of the test wells and 100% = reference compound wells
The depositor's hits bear a star; & = joins results of further samples. A portion of the library (hit frequency here may not be typical).

SMILES	CCHFV vOTU inh	PrPC surface inh
CCN(CC)c1nc(C)nc2c1nnn2Cc1ccccc1	4	3
C=CCOC(=O)C1=C(C)N=c2sc(=C3C(=O)N(CC(=O)O)c4ccccc43)c(=O)n2C1c1ccc(OC)cc1 (stereo not given)	-1	-4
CCOC(=O)C1=NOC(C(=O)Nc2cc(C)cc(C)c2)(C(=O)C2CC2)C1 (stereo not given)	-2	10
Cc1ccccc1Cn1cc(CN2[C@H](Cc3ccccc3)COc3cc(Br)ccc3S2(=O)=O)nn1	2	-5
C[C@@H]1COc2cc(N3CCCC3)ccc2S(=O)(=O)N1	-4	2
CC(C)[C@H](NC(=O)OC(C)(C)C)c1cc(C(=O)N(C)CCN(C)C)c(N)s1	9	-8
C[C@H]1Cn2cnc(C(=O)N3CCN(c4ccccc4)CC3)c2C(=O)N1	5	0
COc1ccc(C(C(=O)N(C)C2CCCC2)N(Cc2ccc(F)cc2)C(=O)c2csc3ccc(Cl)cc23)cc1OC (stereo not given)	8	13
CCN1CCCCC(NC(=O)c2ccc(C)cc2)C1=O (stereo not given)	5	11
CC(C)(C)NC(=O)C(c1ccccc1)n1c(=O)c(-c2ccco2)nc2ccccc21 (stereo not given)	13	-3
CC(C)(C)c1ccc(S(=O)(=O)NCC2CCN(C(=O)C(=O)c3cccs3)CC2)cc1	0	3
Fc1ccc2cnc(-c3ccsc3)cc2c1	3	3
COc1ccc(CN2CCC(CNC(=O)NC3CCC(C)CC3)CC2)cc1 (stereo not given)	-1	-10
COc1ccc2ccccc2c1C=NNC(=O)CN1CCN(Cc2ccccc2)CC1	4	-5
O=C(NC1CCCCC1)C(c1ccc(C(F)(F)F)cc1)n1c(=O)c(-c2ccco2)nc2ccccc21 (stereo not given)	21	-2

Among those listed so far, three contain fluorine.
SMILES	CCHFV vOTU inh	PrPC surface inh
COc1ccc(C(C(=O)N(C)C2CCCC2)N(Cc2ccc(F)cc2)C(=O)c2csc3ccc(Cl)cc23)cc1OC (stereo not given)	8	13
Fc1ccc2cnc(-c3ccsc3)cc2c1	3	3
O=C(NC1CCCCC1)C(c1ccc(C(F)(F)F)cc1)n1c(=O)c(-c2ccco2)nc2ccccc21 (stereo not given)	21	-2

Taken from the listing, 5 compounds:
SMILES	CCHFV vOTU inh	PrPC surface inh
CCN(CC)c1nc(C)nc2c1nnn2Cc1ccccc1	4	3
C=CCOC(=O)C1=C(C)N=c2sc(=C3C(=O)N(CC(=O)O)c4ccccc43)c(=O)n2C1c1ccc(OC)cc1 (stereo not given)	-1	-4
CCOC(=O)C1=NOC(C(=O)Nc2cc(C)cc(C)c2)(C(=O)C2CC2)C1 (stereo not given)	-2	10
Cc1ccccc1Cn1cc(CN2[C@H](Cc3ccccc3)COc3cc(Br)ccc3S2(=O)=O)nn1	2	-5
C[C@@H]1COc2cc(N3CCCC3)ccc2S(=O)(=O)N1	-4	2

Next part.
SMILES	CCHFV vOTU inh	PrPC surface inh
O=C(NC1CCCCN(Cc2cccc(Cl)c2)C1=O)c1ccc(COc2ccccc2)cc1 (stereo not given)	9	24
CCCN1CCCCC(NC(=O)OC(C)(C)C)C1=O (stereo not given)	-10	-3
CC(COc1ccc(CC#N)cc1)CN1CCC(C(O)(c2ccccc2)c2ccccc2)CC1 (stereo not given)	15	-10
CCCC(=O)OC12CCCN(C1)/C(=C/c1ccc(Cl)cc1)C2 (stereo not given)	2	-3
O=C(Nc1ccc(F)cc1)C(c1cc2ccccc2o1)N1CCN(c2cccc(C(F)(F)F)n2)CC1 (stereo not given)	6	-3
CC(C)NC(=O)C1(C)CSCC(=O)N1CC(F)(F)F (stereo not given)	4	-2
COCCCN1C(=O)[C@H](CC(=O)NCc2cccc3ccccc23)[C@]2(C(=O)OC)CCCCC=C12	6	2
C[C@H]1[C@H](c2ccccc2)Oc2cccc(NCCc3ccccc3)c2S(=O)(=O)N1Cc1cccc(Cl)c1	-3	6
O=C(Nc1ccc2[nH]ccc2c1)c1cc(-c2ccc(Cl)cc2)nc2ccccc12	9	3
CC(=O)N1CCc2cc(S(=O)(=O)NCCC(=O)N3CCCC3)ccc21	-5	-4
COCCN1C(=O)CSCC1(C)C(=O)Nc1ccc2c(c1)OCCO2 (stereo not given)	-9	6
COc1ccc(-c2nnc(SCC(=O)Nc3ccc4cn[nH]c4c3)n2Cc2ccco2)cc1	1	1
O=C(C1CCN(S(=O)(=O)c2ccc3[nH]c(=O)oc3c2)CC1)N1CCCC1	-2	6
COc1ccc(N2C(=O)c3ccccc3NC(=O)C2C(=O)NCCc2ccccc2F)cc1 (stereo not given)	-5	7
N=C1N(C(=O)OCc2ccccc2)/C(=C\C2=CCCCC2)C(Cc2ccccc2)N1Cc1ccccc1 (stereo not given)	11	6
CCCCN1CCCOc2cc(Br)ccc2S1(=O)=O	1	0
COC(=O)[C@]12C[C@H](CC(=O)NCc3ccc(C)o3)C(=O)N(Cc3ccccc3)C1=C[C@H](C(C)C)O[C@@H]2C1CC1	29	8
Cc1ccc(S(=O)(=O)NC(CCCNC(=O)OCc2ccccc2)C(=O)O)cc1 (stereo not given)	17	-6
C[C@@H]1ON(C)[C@H]2C[C@H]3c4[nH]c5c(-c6ccccc6)cccc5c4CCN3C(=O)[C@@H]12	-43	-9
Cc1c(C2(O)CCCCC2)[nH]c2ccccc12	-1	-1
CC(C)CNC(=O)OCc1cn(Cc2cccc(F)c2F)nn1	-5	0
CCOC(=O)c1cccc(NC(=O)CN(C)S(=O)(=O)c2ccc(F)cc2)c1	-7	-2
C[C@@H]1ON(C)[C@H]2C[C@H]3c4cc(N5CCOCC5)ccc4CCN3C[C@@H]12	-7	0
COC(=O)C1CN(CCc2ccccc2)CCS(=O)(=O)N1Cc1ccc(C)cc1 (stereo not given)	2	3
COc1cccc2c1[C@H](/C=C/c1ccccc1)[C@@H]([C@H](O)COC(C)=O)OC2	3	3
COc1ccc(C2=Nc3ccccc3N(C(=O)c3ccc(C(F)(F)F)cc3)C2C(=O)Nc2c(C)cccc2C)cc1 (stereo not given)	14	0
C=CCN1C(=O)[C@@H](CC(=O)NCCCOCCCC)[C@]2(C(=O)OC)CCCCC=C12	-5	2
O=C(COC(=O)c1ccc(O)cc1)Nc1cc(S(=O)(=O)N2CCOCC2)ccc1N1CCOCC1	-3	5
COc1cccc(-c2nnc(SCC(=O)Nc3cccc4ccccc34)n2Cc2ccco2)c1	8	1
O=C(OCc1cn(Cc2c(F)cccc2F)nn1)N1CCCC1	2	-4
COc1ccc(-c2cc(-c3nnc(SCC(=O)NC4CCCCC4)n3N)[nH]n2)cc1	7	4
COC(=O)[C@]12C[C@H](CC(=O)N3CCCC3)C(=O)N(Cc3ccc(Cl)cc3Cl)C1=C[C@H](COCc1ccccc1)O[C@@H]2C	2	7
COC(=O)[C@H](CC(C)C)N(CCCc1cn(Cc2ccccc2)nn1)S(=O)(=O)c1ccc(F)cc1Br	19	13
COCc1cn(CC(C)n2c(=O)c3ccccc3n2Cc2cc(C(C)C)no2)nn1 (stereo not given)	-13	0
C[C@@H]1C=CCCO[C@]12C(=O)N(Cc1ccc(F)cc1)c1ccccc12	-1	2
COc1ccc(N2C(=O)c3ccccc3NC(=O)C2C(=O)Nc2ccc(N3CCOCC3)cc2)cc1 (stereo not given)	6	-5
Cc1ccccc1CS(=O)(=O)Cc1ccc(C(=O)Nc2ccccc2C)o1	-2	5
CCc1cc2c(nc1CC)CCCN2S(=O)(=O)c1ccccc1C	3	-2
COc1ccc(C(=O)C[C@@H]2OC[C@H](C)N2S(=O)(=O)c2ccc(C)cc2)cc1OC	25	-1
Cc1ccc(S(=O)(=O)Nc2ccccc2OC(C(=O)OC(C)(C)C)C(=O)OC(C)(C)C)cc1	16	6
COc1ccc(N2CCCN(CC(=O)Nc3ccccc3C)CC2)cc1	-7	1
Cc1ccc(C2CCC3(CCC(=O)N3CCOC(=O)Nc3ccc(Br)cc3)CC2)cc1 (stereo not given)	13&1	3&-4
CC1(C(=O)NCc2ccccc2)CSCC(=O)N1Cc1cccc(C(F)(F)F)c1 (stereo not given)	10	9
Cc1ccccc1C(=O)N(C)[C@H]1C[C@H]2c3[nH]c4c(-c5ccccc5)cccc4c3CCN2C(=O)[C@H]1[C@H](C)O	15	0
O=C(NN=Cc1ccccc1O)C(=O)Nc1ccc(F)cc1	14	9
Cc1ccc(-n2c(SCC(=O)Nc3ccc(S(=O)(=O)Nc4nccs4)cc3)nnc2-c2cccs2)cc1	9	-5
CC(NC(=O)C=Cc1ccco1)C(=O)NC(Cc1ccccc1)C(N)=O (stereo not given)	-6	1
COc1cccc2c1[C@H](/C=C/c1ccccc1)[C@@H]([C@H](O)CO)OC2	-2	-1
COCCCNC(=O)c1nnn2c1nc(N)c1cc(Cl)ccc12	-162	3
Cc1cc2c(cc1C)-c1nnnn1C(N1CCC(Cc3ccccc3)CC1)C(=O)N2 (stereo not given)	10	5
COC(=O)Cc1nnn2c1[C@H](C)[C@@H](OC)c1ccc(C(F)(F)F)cc1-2	-4	6
Cc1cccc(C)c1NC(=O)C1C(c2ccc3c(c2)OCO3)=Nc2ccccc2N1C(=O)c1ccccn1 (stereo not given)	12	8
OCCC(N1CCOCC1)C(O)(c1ccccc1)c1ccccc1 (stereo not given)	0	-4
CC(C)CCNC(=O)C1CCCN(C(=O)c2ccc3c(c2)NC(=O)CS3)C1 (stereo not given)	-1	10
COc1ccc(CNS(=O)(=O)CC2NCc3ccc(C)cc32)cc1 (stereo not given)	12	-11
COC(=O)C1CN(C2CCCC2)CCS(=O)(=O)N1Cc1ccc(OC)cc1 (stereo not given)	-5	3
CCN(CC)c1ccc(C=Nn2c(-c3ccc(F)cc3)n[nH]c2=S)c(O)c1	24	8
O=C(C(=O)N1CCC(CNS(=O)(=O)c2ccc(OC(F)(F)F)cc2)CC1)c1cc2ccccc2o1	14	-4
CCCC[C@@H]1C(=O)N2N=Cc3cc(C)c(C)cc3[C@H]2N2N=Cc3cc(C)c(C)cc3[C@@H]12	26	-7
Cc1ccc(Cn2nnc3c2-c2ccccc2S(=O)(=O)N(C(C)(C)C)C3)cc1	0	0

Following part
SMILES	CCHFV vOTU inh	PrPC surface inh
CCCN(CCC)Cc1cc(=O)oc2ccccc12	7	-5
COc1ccc(CNC(=O)c2sc3nc(C)c(Cl)c(C)c3c2N)cc1	-7	5
CCCCCCN1CCS(=O)(=O)N(Cc2ccc(F)cc2)C(C(=O)OC)C1 (stereo not given)	24	1
CCCCCCCCN1C(=O)[C@H](CC(=O)NCc2ccc(C)o2)C[C@@]2(C(=O)OC)CC(C)(C)CC=C12	30*	2
COc1ccc(C(=O)C[C@@H]2OC[C@H](Cc3ccccc3)N2S(=O)(=O)c2ccc(C)cc2)cc1OC	6	-4
CCCCCCCCN1C(=O)[C@@H](CC(=O)NCCC(C)C)C[C@@]2(C(=O)OC)C1=C[C@H](C(C)(C)C)O[C@@H]2C	6	-3
Cc1ccccc1CN1C(=O)CSCC1(C)C(=O)NCc1ccccc1 (stereo not given)	-7	0
O=C(N[C@H](Cc1ccccc1)C(=O)N1CCN(c2ccc(Cl)cn2)CC1)[C@H]1O[C@@H](n2ccc(=O)[nH]c2=O)[C@H](O)[C@@H]1O	-6	2

By substructure, the entries above containing a tert-butyl group.
SMILES	CCHFV vOTU inh	PrPC surface inh
CC(C)[C@H](NC(=O)OC(C)(C)C)c1cc(C(=O)N(C)CCN(C)C)c(N)s1	9	-8
CC(C)(C)NC(=O)C(c1ccccc1)n1c(=O)c(-c2ccco2)nc2ccccc21 (stereo not given)	13	-3
CC(C)(C)c1ccc(S(=O)(=O)NCC2CCN(C(=O)C(=O)c3cccs3)CC2)cc1	0	3
CCCN1CCCCC(NC(=O)OC(C)(C)C)C1=O (stereo not given)	-10	-3
Cc1ccc(S(=O)(=O)Nc2ccccc2OC(C(=O)OC(C)(C)C)C(=O)OC(C)(C)C)cc1	16	6
Cc1ccc(Cn2nnc3c2-c2ccccc2S(=O)(=O)N(C(C)(C)C)C3)cc1	0	0
CCCCCCCCN1C(=O)[C@@H](CC(=O)NCCC(C)C)C[C@@]2(C(=O)OC)C1=C[C@H](C(C)(C)C)O[C@@H]2C	6	-3
